Compound activity from PubChem BioAssay.
Eya2 phos inh: Eya2 (human) phosphatase inhibition; O00167; recombinant Eya2, OMFP fluorescence dephosphorylation (OMFP is methylfluorescein phosphate); Potency, µM (titrated, usually from 76.9 µM), for inactives: at the top dose activity, negative = inhibition, actives largely listed as inhibitors; hit rate 0.006% among 330,000; AID 488837; note: potency is the fitted concentration of half-maximal effect
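Eya2 (0.2 uM) preincubated 10 min at ambient with compound, then OMFP substrate added at 50 uM; 10 min reaction in 50 mM HEPES pH 7.5, 50 mM NaCl, 5 uM MgCl2, 0.05% BSA, 1 mM DTT. Fluorescence read at Ex 485/Em 525 nm.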
Coupling enz: inhibits coupling enzyme system, counter-screen for aldolase hits. coupling enzyme system counterscreen, AmpLite Red fluorescence. hit rate 0.67% among 290,000. activity change, negative = inhibition, % at 58.2 µM, hits read low; in the data active = activity change below about -30%
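Activity here indicates interference with the coupling reaction, not aldolase inhibition. Compounds at 57.5 uM final met coupling enzymes for 10 min at RT; substrate and AmpLite Red detection followed, with a 525/598 nm fluorescence read after 20 min.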
GALK inh: inhibitors of human galactokinase. hit rate 0.007% among 270,000. Potency, µM (top dose mostly 57.5 µM), for inactives: at the highest dose activity change, negative = inhibition, actives largely listed as inhibitors. Purified GALK, Kinase-Glo residual ATP luminescence. P51570; note: potency is the fitted concentration of half-maximal effect
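Compounds were pin-transferred into ATP buffer (35 uM final), then GALK plus galactose (5 nM, 100 uM final) was added. After 1 h at room temperature, Kinase-Glo Plus was added and luminescence read after 10 min.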
Chronic BCR inh: inhibitors of chronic active B-cell receptor signaling; Potency, µM (highest dose often 46.1 µM), for inactives: at the top dose ratio change, negative = lower green/red ratio, most hits filed as inhibitors; hit rate 0.05% among 340,000; ABC-DLBCL IkBa-CBG/CBR reporter, luminescence ratio, 4 h; active = well fitted inhibition curve with a large enough effect in the signal ratio, with a control signal flat, not every such curve was filed as active; inconclusive = small, poorly fitted or top-dose-only effect, or effect the other way, or a change in a side signal; the % refers to the signal ratio;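 note: potency is the fitted concentration of half-maximal effect; plate controls were basal doxycycline-induced cells for no effect and cells given 10 µM MG132 for full effect; MG132 reads +100%, hits lower the ratio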
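Concentration-response series (up to 46 uM) were applied to TMD8 dual-reporter cells for 4 h at 37C with doxycycline. Green/red ratio, after filter-overlap correction, defined %Activity; red signal alone was normalised to basal cells and zero luminescence.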
KCNH2 3.1 inh: blocks the human KCNH2 3.1 channel isoform; U2OS KCNH2 3.1, thallium flux FluxOr; active compounds read low; activity change, % (tested at about 1.8 µM); hit rate 0.95% among 340,000; AID 720553;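 active = maximum activity change below -70%; inconclusive = maximum activity change from -70% to -50%; inactive = maximum activity change above -50%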;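 note: thallium influx rate constant from kinetic fluorescence after stimulation buffer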
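U2OS cells transduced with KCNH2 3.1 mutant virus (1.77 x 10^8 /mL, 4 h), plated overnight at 37 C, loaded 45 min with FluxOr dye plus Red40 quencher. Thallium flux rate constant from kinetic reads after stimulation buffer, normalised to controls.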
hERG WT inh: inhibitors of human wildtype KCNH2 potassium channel; U2OS, BacMam KCNH2, thallium flux FluxOr; active compounds read low; activity change, % at 1.84 µM; hit rate 0.37% among 340,000; AID 720551;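 active = maximum activity change below -70%; inconclusive = maximum activity change between -70% and -50%; inactive = maximum activity change above -50%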
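U2OS cells transduced with wild-type KCNH2 virus are loaded with FluxOr dye for 45 min, and thallium flux is measured in kinetic reads before and after stimulation buffer. Rate constants are normalized to DMSO controls.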
USP2a block: inhibitors of human ubiquitin-specific protease USP2a; O75604; USP2 core, Ub-CHOP2 coupled fluorogenic reporter, 485/531; Potency, µM (series often up to 38.3 µM), for the others: at the top dose activity change, negative = inhibition, most hits filed as inhibitors; hit rate 0.01% among 330,000; AID 463254;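 note: potency is the fitted concentration of half-maximal effect; plate controls were DMSO wells for no effect and full inhibition by NEM control for full effect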
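USP2 core (10nM final) preincubated 30min RT with compound in 20mM Tris-HCl pH 8.0, 2mM CaCl2, 2mM beta-mercaptoethanol, 0.05% CHAPS; 25nM Ub-CHOP2 plus 25nM reporter substrate added, fluorescence (Ex485/Em531) read after 60min.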
B2AR arrestin: recruits beta-arrestin to the human beta2-adrenergic receptor; beta-arrestin recruitment to beta2AR, cell-based reporter; Potency, µM (top dose mostly 46.1 µM), without a hit: top-dose activation, usual class: activators; hit rate 0.02% among 330,000;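 note: potency is the fitted concentration of half-maximal effect; 0% = DMSO controls and full agonism = EC100 isoproterenol or metaproterenol; nearly all actives have a fitted effect of over 65% in size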
Target sequence (P07550 whole entry, looked up): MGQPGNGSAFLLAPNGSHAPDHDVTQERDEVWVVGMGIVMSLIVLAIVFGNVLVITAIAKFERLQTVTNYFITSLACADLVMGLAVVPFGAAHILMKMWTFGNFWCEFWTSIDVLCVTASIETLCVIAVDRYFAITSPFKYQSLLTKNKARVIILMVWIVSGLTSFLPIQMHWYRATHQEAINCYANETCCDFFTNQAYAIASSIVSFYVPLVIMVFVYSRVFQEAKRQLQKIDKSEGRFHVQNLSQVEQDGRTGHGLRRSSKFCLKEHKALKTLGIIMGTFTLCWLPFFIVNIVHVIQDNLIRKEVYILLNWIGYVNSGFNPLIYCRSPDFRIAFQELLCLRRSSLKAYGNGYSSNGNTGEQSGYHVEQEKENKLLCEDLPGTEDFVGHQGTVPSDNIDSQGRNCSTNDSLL
Giardia kill: Giardia lamblia killing; activity change, % at 7.66 µM, hits read low; Giardia lamblia trophozoite viability; hit rate 0.15% among 340,000; in the data active = activity change below about -80%; inconclusive = between about -30% and that limit;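 note: parasites exposed to compound for two days anaerobically before the ATP read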
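Trophozoite viability was measured as ATP-dependent luminescence, read 15-30 min after reagent addition. Before that, parasites at 100 cells/well were exposed to compounds for 48 h, anaerobically, at 37 deg C.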
PKM2 activator: activators of human pyruvate kinase M2; AID 1631; Potency, µM (highest dose often 57.5 µM), inactives show at the highest dose activation, usual class: activators; purified PKM2, Kinase-Glo ATP luminescence, activation; response scale: 0% is enzyme alone, no compound; hit rate 0.34% among 260,000; P14618; note: potency is the fitted concentration of half-maximal effect; nearly all actives have a fitted effect of over 55% in size
Target sequence (P14618 whole entry, looked up): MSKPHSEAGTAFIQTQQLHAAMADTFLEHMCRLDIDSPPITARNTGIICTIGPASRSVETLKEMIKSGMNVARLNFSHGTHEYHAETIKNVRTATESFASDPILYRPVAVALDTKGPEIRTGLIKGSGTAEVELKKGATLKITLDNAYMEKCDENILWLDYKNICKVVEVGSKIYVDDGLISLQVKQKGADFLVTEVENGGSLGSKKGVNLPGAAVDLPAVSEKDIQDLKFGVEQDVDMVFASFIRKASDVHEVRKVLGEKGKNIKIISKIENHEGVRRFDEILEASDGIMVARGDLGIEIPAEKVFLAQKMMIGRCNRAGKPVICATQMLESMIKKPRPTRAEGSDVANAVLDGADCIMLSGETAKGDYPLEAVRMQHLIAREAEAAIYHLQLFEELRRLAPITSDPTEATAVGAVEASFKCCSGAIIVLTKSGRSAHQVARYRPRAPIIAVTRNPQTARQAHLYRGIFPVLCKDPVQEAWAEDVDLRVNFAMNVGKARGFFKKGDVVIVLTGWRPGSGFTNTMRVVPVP
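Purified hPK-M2 (>95%) run at intermediate activity with 0.1 mM ADP and 0.5 mM PEP in 50 mM imidazole pH 7.2, KCl, MgCl2; 1 h room temperature. ATP formed read by Kinase-Glo luminescence; normalized to uninhibited and no-enzyme controls.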
uPA surface inh: cell surface uPA generation inhibition; cell surface uPA generation assay, qHTS; Potency, µM (highest dose often 38.3 µM), for the others: at the highest dose activity change, negative = inhibition, most hits filed as inhibitors; hit rate 0.31% among 330,000; active = well fitted inhibition curve with a large enough effect; inconclusive = small, poorly fitted or top-dose-only effect; inactive = no such curve, though single readings can be large or run the other way; tested in mouse RAW 264.7 cells; note: potency is the fitted concentration of half-maximal effect; nearly all actives have a fitted effect of over 55% in size
Starred values were filed as active, the others as inactive; & = joins results of further samples. Unless noted, calls come from the whole dose curve; as a rule, active = well fitted curve in the direction sought with a large enough effect; inconclusive = small, poorly fitted or top-dose-only effect, or another doubt; inactive = no such curve, though single readings can be large; an effect the other way counts as inactive or inconclusive. Unless noted, % is set by controls: 0 for no effect and ±100 for the full control effect.

`Cc1ccc(NC(=O)CN2CCCC2)c2c1CC(C)(C)O2` gave Eya2 phos inh 12%, Coupling enz 4, GALK inh -1%, Chronic BCR inh inconclusive, hERG WT inh 1, USP2a block 3%, B2AR arrestin -1.0%, Giardia kill -8, PKM2 activator 4% and uPA surface inh 6%.
For COc1cc(C(=O)NNC(=S)NC(=O)c2ccc(F)cc2)cc(OC)c1OC the results were Eya2 phos inh 2%, Coupling enz 5, Chronic BCR inh inconclusive, KCNH2 3.1 inh 21, hERG WT inh -10, USP2a block -6%, B2AR arrestin -1.1%, Giardia kill -6, PKM2 activator 9% and uPA surface inh -16%.
`CN(C)c1ccc(CN(C(=O)c2ccco2)C2CCS(=O)(=O)C2)cc1` (stereo not given) gave Eya2 phos inh 22%, Coupling enz -12, GALK inh 2%, Chronic BCR inh 4%, KCNH2 3.1 inh -18, hERG WT inh -4, USP2a block 1%, B2AR arrestin -0.2%, Giardia kill -14, PKM2 activator 20% and uPA surface inh 0%.
For N#Cc1cccc2c1-c1ccccc1/C2=N/NC(N)=O the results were Eya2 phos inh inconclusive, Coupling enz -1, GALK inh -4%, Chronic BCR inh 5%, KCNH2 3.1 inh 11, hERG WT inh 12, USP2a block 2%, B2AR arrestin -0.4%, Giardia kill 5 and uPA surface inh inconclusive.
CC(=O)c1cc(C(=O)N2CCc3c([nH]c4ccccc34)C2C2CCCCC2)[nH]n1 (stereo not given) was read as Eya2 phos inh -4%, Coupling enz -3, GALK inh 0%, Chronic BCR inh -8%, KCNH2 3.1 inh -23, hERG WT inh -14, USP2a block 4%, B2AR arrestin -0.2%, Giardia kill -16, PKM2 activator 4% and uPA surface inh 0%.
O=C(c1nc2nc(-c3cccs3)cc(C(F)(F)F)n2n1)N1CCN(Cc2ccccc2)CC1 was read as Eya2 phos inh -5%, Coupling enz 3, GALK inh 0%, Chronic BCR inh inconclusive, KCNH2 3.1 inh 6, hERG WT inh 1, USP2a block -1%, B2AR arrestin -0.4%, Giardia kill 5, PKM2 activator 0% and uPA surface inh -15%.
For CCOC(=O)C[N+](CC)(CC)CC#Cc1ccccc1 the results were Eya2 phos inh 1%, Coupling enz 4, Chronic BCR inh 0%, KCNH2 3.1 inh 1, hERG WT inh -12, USP2a block 2%, B2AR arrestin -0.6%, Giardia kill 25, PKM2 activator 1% and uPA surface inh -2%.
Cc1nc2cc(NC(=O)NCc3ccccc3)ccc2o1 was read as Eya2 phos inh 19%, Coupling enz -5, GALK inh 3%, Chronic BCR inh inconclusive, KCNH2 3.1 inh -4, hERG WT inh -1, USP2a block 1%, B2AR arrestin 0.2%, Giardia kill -18, PKM2 activator -2% and uPA surface inh -3%.
For CCC1COC(c2cccn2Cc2ccccc2Cl)=N1 (stereo not given) the results were Eya2 phos inh -1%, Coupling enz 2, GALK inh 6%, Chronic BCR inh 4%, KCNH2 3.1 inh -14, USP2a block -2%, B2AR arrestin 0.0%, Giardia kill -14, PKM2 activator 1% and uPA surface inh 19%.
Screening O=C(Nc1nc2cc3c(cc2s1)OCO3)c1ccc(N2C(=O)CCC2=O)cc1 returned Eya2 phos inh 4%, Coupling enz 3, GALK inh -2%, Chronic BCR inh inconclusive, KCNH2 3.1 inh -3, hERG WT inh 0, USP2a block 0%, B2AR arrestin -1.1%, Giardia kill 10, PKM2 activator 1% and uPA surface inh 1%.
COc1ccc2c(c1OC)C(=O)OC2CC(=O)c1ccc2c(c1)OCO2 (stereo not given) was read as Eya2 phos inh -2%, Coupling enz 8, GALK inh -7%, Chronic BCR inh 0%, KCNH2 3.1 inh -8, hERG WT inh -8, USP2a block 1%, B2AR arrestin -0.2%, Giardia kill 0 and PKM2 activator 7%.
Screening Cc1cnc(NC(=O)CCNC(=O)c2ccccc2Cl)s1 returned Eya2 phos inh 3%, Coupling enz 0, GALK inh 1%, Chronic BCR inh 10%, KCNH2 3.1 inh -3, hERG WT inh 3, USP2a block -1%, B2AR arrestin -0.2%, Giardia kill 14, PKM2 activator 2% and uPA surface inh -2%.
Screening COc1ccc(CNC(=O)c2ccc(Br)s2)cc1OC returned Eya2 phos inh 3%, Coupling enz 1, GALK inh -1%, Chronic BCR inh 0%, KCNH2 3.1 inh -1, hERG WT inh 14, USP2a block 1%, B2AR arrestin -1.3%, Giardia kill -23, PKM2 activator 2% and uPA surface inh 4%.
`CCN1C(=O)CC(N2CCOCC2)C1=O` (stereo not given) gave Eya2 phos inh -3%, Coupling enz -2, GALK inh 0%, Chronic BCR inh inconclusive, KCNH2 3.1 inh -16, hERG WT inh -1, USP2a block 2%, B2AR arrestin 0.0%, Giardia kill -16, PKM2 activator 8% and uPA surface inh 3%.
`O=C(CSc1nnc(Cc2ccc(Cl)cc2)o1)Nc1ccccc1` gave Eya2 phos inh 2%, Coupling enz -5, GALK inh 2%, Chronic BCR inh -4%, KCNH2 3.1 inh -3, hERG WT inh -7, USP2a block 0%, B2AR arrestin -0.3%, Giardia kill -6, PKM2 activator 1% and uPA surface inh 16%.
C/C(N)=C(/C#N)C(=O)CSc1nc2ccccc2n1CC(C)C was read as Eya2 phos inh -12%, Coupling enz 1, GALK inh 6%, Chronic BCR inh inconclusive, KCNH2 3.1 inh -6, hERG WT inh -3, USP2a block 5%, B2AR arrestin 0.0%, Giardia kill 1, PKM2 activator -1% and uPA surface inh 3%.
Screening CCOC(=O)N1CCC(NC(=O)CCc2ccccc2)CC1 returned Eya2 phos inh 8%, Coupling enz -1, GALK inh 5%, Chronic BCR inh 7%, KCNH2 3.1 inh 2, hERG WT inh 8, USP2a block 0%, B2AR arrestin 0.5%, Giardia kill -17, PKM2 activator -13% and uPA surface inh -5%.
Screening CN(C)S(=O)(=O)N1CCN(c2ccnc3cc(Cl)ccc23)CC1 returned Eya2 phos inh 6%, Coupling enz 2, GALK inh 5%, Chronic BCR inh 0%, KCNH2 3.1 inh -15, hERG WT inh -1, USP2a block -1%, B2AR arrestin -0.1%, Giardia kill -3, PKM2 activator 16% and uPA surface inh -7%.
For O=C(C[n+]1cccc(C(=O)Nc2ccccc2)c1)c1ccc([N+](=O)[O-])cc1 the results were Eya2 phos inh 0%, Coupling enz 5, GALK inh 0%, Chronic BCR inh -9%, KCNH2 3.1 inh -2, hERG WT inh 1, USP2a block -5%, B2AR arrestin -1.0%, Giardia kill 10 and uPA surface inh 0%.
Screening COC(=O)C1=C(C)N(CCc2cc(OC)c(OC)c(OC)c2)C(=O)N[C@H]1c1cccs1 returned Eya2 phos inh -2%, Coupling enz 1&5, Chronic BCR inh -10%, USP2a block 3%, B2AR arrestin -0.3% and PKM2 activator 3%.
CS(=O)(=O)c1nc2c(cc1C#N)CCCC2 was read as Eya2 phos inh 6%, Coupling enz -2, GALK inh 1%, Chronic BCR inh 3%, KCNH2 3.1 inh -4, hERG WT inh -7, USP2a block 1%, B2AR arrestin 0.1%, Giardia kill -23, PKM2 activator -2% and uPA surface inh -16%.
COC(=O)CNC(c1ccccc1)c1cc(Br)ccc1NS(=O)(=O)c1ccc(C)cc1 (stereo not given) was read as Eya2 phos inh -2%, Coupling enz -1, GALK inh -1%, Chronic BCR inh 4%, KCNH2 3.1 inh 3, hERG WT inh -3, USP2a block 1%, B2AR arrestin -0.3%, Giardia kill 3, PKM2 activator -7% and uPA surface inh inconclusive.
COCCCn1c(SCC(=O)NNC(=O)c2cccc(O)c2)nnc1-c1ccncc1 was read as Eya2 phos inh -3%, Coupling enz 2, GALK inh 1%, Chronic BCR inh inconclusive, KCNH2 3.1 inh 19, hERG WT inh -6, USP2a block -1%, B2AR arrestin 0.2%, Giardia kill 3, PKM2 activator 5% and uPA surface inh 3%.

Molecules from the list above that have bromine:
Screening COc1ccc(CNC(=O)c2ccc(Br)s2)cc1OC returned Eya2 phos inh 3%, Coupling enz 1, GALK inh -1%, Chronic BCR inh 0%, KCNH2 3.1 inh -1, hERG WT inh 14, USP2a block 1%, B2AR arrestin -1.3%, Giardia kill -23, PKM2 activator 2% and uPA surface inh 4%.
COC(=O)CNC(c1ccccc1)c1cc(Br)ccc1NS(=O)(=O)c1ccc(C)cc1 (stereo not given) was read as Eya2 phos inh -2%, Coupling enz -1, GALK inh -1%, Chronic BCR inh 4%, KCNH2 3.1 inh 3, hERG WT inh -3, USP2a block 1%, B2AR arrestin -0.3%, Giardia kill 3, PKM2 activator -7% and uPA surface inh inconclusive.
